High-throughput results as filed in PubChem BioAssay.
Pf Dd2 growth: inhibitors of Plasmodium falciparum Dd2 growth. hit rate 4.3% among 120,000. AID 1347417. P. falciparum Dd2 growth, SYBR Green, 72 h. Potency, µM (highest dose often 28.9 µM), for inactives: at the highest dose activity, negative = inhibition, actives largely listed as inhibitors; active means well fitted inhibition curve with a large enough effect; inconclusive means small, poorly fitted or top-dose-only effect; inactive means no such curve, though single readings can be large or run the other way;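 further: plate controls were DMSO vehicle for no effect and reference drug for full effect; nearly all actives have a fitted effect of over 65% in size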
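Infected erythrocytes (Dd2, 0.3% parasitemia, 2.5% hematocrit final) are added to compound in RPMI-1640/Albumax II medium, grown 72 h at 37C in low oxygen, then lysed with saponin/Triton-X containing SYBR Green and read by fluorescence.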
Numbers without * were called inactive; i = inactive; ? = inconclusive; [ ] = another dose, or the depositor's remark. Potency means the concentration at half of the fitted maximal effect.

Molecule	Pf Dd2 growth
O=C(Cn1cc(S(=O)(=O)Cc2cccc(Cl)c2)c2ccccc21)Nc1ccc(F)c(Cl)c1	-11%
CCOc1ccc(C(=O)NC2CCN(c3cc(-c4ccccc4)[nH]n3)C2)cc1 (stereo unspecified)	i
Cc1ccc(NC(=O)CCN2C(=O)c3ccccc3Sc3ncccc32)c(Cl)c1	i
Cc1ncsc1C(=O)N1CCOC(CCCC(C)C)C1 (stereo unspecified)	-4%
N#Cc1ccc(C(=O)N2CCCCCCNC(=O)[C@@H]3C[C@@H](c4nc(Cc5ccccc5)no4)C[C@@H]32)cc1	11µM*
N#Cc1cccc(C(=O)N2CCCCCCNC(=O)[C@@H]3C[C@@H](c4nc(-c5cccnc5)no4)C[C@@H]32)c1	i
Cc1ccc(C)c(N2C(=O)N(C)c3ccccc3S2(=O)=O)c1	8%
CC(=O)N1c2ccccc2CC1C(=O)NCc1cccc(Cl)c1 (stereo unspecified)	?
C[C@@]1(O)CCN(Cc2cc(=O)n3[nH]cnc3n2)C[C@@H]1O	8%
CCCC(C)N1CC2(CCN(C(=O)Cn3nc(C)cc3C)CC2)OC1=O (stereo unspecified)	?
O=C(CCc1nc2ccccc2c(=O)[nH]1)NC1CCCc2c1[nH]c1c(Cl)cccc21 (stereo unspecified)	?
CS(=O)(=O)c1ccc(CN2CCOC(c3cccnc3)C2)cc1 (stereo unspecified)	7%
CCN(Cc1ccccc1)S(=O)(=O)c1ccc(-c2coc(C)n2)cc1	-5%
CCN(CC)CCCNC(=O)CCc1c(C)nc2c(c1C)c(=O)n(C)c(=O)n2C	?
COC(=O)CCNC(=O)N1CCN(c2nnc(C)c3c(C)n(-c4ccccc4)nc23)CC1	25%
Cc1cc(Br)ccc1NC(=O)c1sc2nc3n(c(=O)c2c1C)CCCC3	-20%
COc1ccc(Cl)cc1NC(=O)Cn1c(=O)n2nc(-c3ccccc3)nc2c2ccccc21	21%
O=c1ccc(CN2CCOCC2)cn1CC1CC1	8%
CCOc1ccc(NC(=O)c2cc3cc4cc(OC)ccc4nc3s2)cc1	-2%
CCn1nnc2cc(C(=O)Nc3ccc(OC)cc3)ccc21	15%
CN(C)c1ccc(-c2nc(-c3ccco3)no2)cc1[N+](=O)[O-]	?
O=C(Nc1ccccc1F)N1CCC(CCNC(=O)C2(c3ccccc3)CC2)CC1	i
COCCn1ncc(N2CCC(C(=O)N3CCC(C(N)=O)(N4CCCCC4)CC3)C2)cc1=O (stereo unspecified)	14%
O=C(COc1ccc(F)cc1)Nc1ccc2nc(SCC(=O)N3CCc4ccccc43)sc2c1	i
COc1ccc(-c2nc3cc(C(C)C)ccc3o2)cc1NC(=O)COc1ccc(C)cc1C	7%
COc1ccc(CN[C@H]2[C@H](O)[C@@H](N3CCN(C(C)=O)CC3)[C@@H]3OC[C@H]2O3)cc1	-18%[44.1 µM]
CN(C)C(=O)c1nc(-c2cccnc2)c2ccccn12	2%[44.1 µM]
O=C(CCC1CCCC1)NCCc1noc(C2CC2)n1	12%
CN(C)[C@@H]1CN(C(=O)c2ccsc2)CC[C@@H]1CO	i
COc1cc(OC)c(-c2nc3ccc(-c4ccc(OC)c(OC)c4OC)cc3o2)cc1OC	?
CCOc1ccc(NC(=O)Cn2ccn3nc4c(c3c2=O)CCCC4)cc1	-8%
Cc1ccc(-c2noc(COc3ccc(Br)c(C)c3)n2)cc1	3%

5 entries already listed, arranged by molar mass, rising.
Molecule	Pf Dd2 growth
O=C(CCC1CCCC1)NCCc1noc(C2CC2)n1	12%
Cc1ccc(-c2noc(COc3ccc(Br)c(C)c3)n2)cc1	3%
CCOc1ccc(NC(=O)Cn2ccn3nc4c(c3c2=O)CCCC4)cc1	-8%
COc1ccc(-c2nc3cc(C(C)C)ccc3o2)cc1NC(=O)COc1ccc(C)cc1C	7%
COc1cc(OC)c(-c2nc3ccc(-c4ccc(OC)c(OC)c4OC)cc3o2)cc1OC	?

New compounds follow:
Molecule	Pf Dd2 growth
Cc1cccc(NC(=O)CSc2nnc3[nH]c(=O)cc(C)n23)c1C	i
COc1ccc(NC(=O)c2ccc3c(c2)NC(C)(CNc2ccccc2)CO3)cc1OC (stereo unspecified)	-19%[44.1 µM]
CN1CCCCCCN(C(=O)NCCc2ccccc2)[C@H]2CCC[C@H]2C1=O	-8%
COc1ccc(Br)cc1CNC(=O)C(C)n1nc(C)n2c(cc3occc32)c1=O (stereo unspecified)	1%
COc1ccccc1N1CCN([C@@H]2[C@H](O)[C@H](CO)O[C@@H]2CNC2CCCCC2)CC1	?
Cc1ccc(C(=O)NCC(=O)N2CCCCCNC(=O)CC2c2ccccc2)cn1 (stereo unspecified)	42%
COCCC1(CO)CCCN(C(=O)Cn2cc(C)c(=O)[nH]c2=O)C1 (stereo unspecified)	-1%
CSc1ccc(CCNC(=O)c2csc3c2CCCCC3)cc1	10%
C=CCN1CC2(CCC1=O)CCN(C(=O)[C@@H]1C[C@H]1c1ccccc1)CC2	1%
COc1ccc(C(=O)N2CCCOCCNC(=O)[C@@H]3CCCC[C@@H]32)cc1F	-23%
N#Cc1cccc(NC(=O)Cn2cccc2-c2nc(-c3ccccc3)no2)c1	31%[activator]
Cc1cc(N2CCN(c3ccc(F)cc3)CC2)n2cnnc2n1	14%
COc1ccc(CNC(=O)c2cccc(-n3cnc4cccnc43)c2C)cc1	12%
CCOCCC(=O)N1CC[C@@H]2[C@@H](CCC(=O)N2CCc2ccccn2)C1	-5%
O=C(NCC(F)(F)F)C1CCCN1c1nc2ncccc2o1 (stereo unspecified)	-2%[44.1 µM]
COc1ccc(S(=O)(=O)N2C[C@@H]3C[C@H](C2)c2c(NS(=O)(=O)c4ccccc4)ccc(=O)n2C3)cc1	4%

Compounds listed so far with a furan ring, fused or not:
Molecule	Pf Dd2 growth
CN(C)c1ccc(-c2nc(-c3ccco3)no2)cc1[N+](=O)[O-]	?
COc1ccc(Br)cc1CNC(=O)C(C)n1nc(C)n2c(cc3occc32)c1=O (stereo unspecified)	1%

(continued)
Molecule	Pf Dd2 growth
COc1ccc(-c2cc(N3CCN(C(=O)Cc4cccc(C)c4)CC3)n[nH]2)cc1	i
C[C@@H]1CN(C(=O)c2ccnc(-c3nnc4ccc(Nc5ccccc5)nn34)c2)C[C@H](C)O1	i
Cc1noc(C)c1CC(=O)N1Cc2ccccc2OC2(CCN([S+](C)(=O)[O-])CC2)C1	3%
COc1cc(NC(=O)Cn2c(-c3cnccn3)nc(C)c(C)c2=O)cc(OC)c1	-11%
CCC(O)C(=O)N1CCc2onc(-c3ccc(-c4ccccc4)cc3)c2C1 (stereo unspecified)	-22%
CCN(Cc1cnn(C)c1)C(=O)C1CCC(=O)N(Cc2cccc(OC)c2)C1 (stereo unspecified)	28%
Oc1ccccc1CN[C@H]1[C@H](O)[C@@H](N2CCN(c3ccccc3)CC2)[C@@H]2OC[C@H]1O2	?
Cc1cc(OCC(=O)Nc2nc3c(s2)CCCC3)cc(C)c1Cl	-8%
Cc1noc([C@@H](C)NC(=O)Nc2ccc(Cl)cc2)c1C(=O)O	-25%[44.1 µM]
COc1cc(Cn2c(=O)sc3ccccc32)ccc1OC(C)C	-14%
Cc1c(F)cccc1NC(=O)N1CCC(n2cnnc2C2CC2)C1 (stereo unspecified)	-22%
N#Cc1ccc(N2CCN(C(=O)CCn3cncn3)CC2=O)cc1	-5%
O=C(CCNc1cnc2cnccn12)NC1CCN(Cc2ccccc2)CC1	?
COc1ccc(-c2noc(-c3nnn4c3COC(c3cccc(OC)c3)C4)n2)cc1 (stereo unspecified)	-7%
CCOC(=O)c1c(C)[nH]c(C)c1S(=O)(=O)N1CCCC(C(=O)NCc2ccc(C)cc2)C1 (stereo unspecified)	i
CCOc1ccc(CNC(=O)COc2cc(=O)n(C)c3ccccc23)cc1	-5%
COc1ccc(C(=O)Nc2ccc3c(c2)CCCN3C(=O)c2cccs2)c(OC)c1	-8%
Cc1ccc2oc(=O)c3cc(C(=O)N4CCN(c5ccccc5F)CC4)sc3c2c1	52%[activator]
O=C1NCCCCCCN(C(=O)c2ccco2)[C@H]2CCCC[C@@H]12	-1%
CCOc1ccc2nc(NC(=O)CS(=O)(=O)c3ccc(Cl)cc3)sc2c1	8%
COCCn1cncc1CNc1nc(C)nc2ncccc12	11%
CN1CCC(OC2CCN(C(=O)c3ccccn3)CC2)CC1	55%[activator]
O=C(c1cccc(Cl)c1)N1CCc2nc(C3CC3)nc(-c3ccc(O)cc3)c2CC1	5µM*
CCOc1cc(=O)n2c(c1C(=O)Nc1ccccc1Cl)CCCC2	-19%
COc1ccc(-c2cc([C@H]3CN4CC[C@H]3C[C@@H]4CNC(=O)C(C)(C)C)n(C)n2)cc1OC	i
CCCn1c2ccccc2c2cnn(CC(=O)NCc3cc(OC)ccc3OC)c(=O)c21	69%[activator]
COc1cccc(-c2noc(COC(=O)C3=CN(C)S(=O)(=O)N=C3C)n2)c1	13%
CN1CCCCCCN(C(=O)C2(c3ccccc3)CC2)[C@H]2CCC[C@H]2C1=O	?
Cc1cn2nc(C(=O)N3CCC(NC(=O)c4ccc[nH]4)CC3)cc2c(=O)[nH]1	?
CC(NC(=O)Cc1ccc(N(Cc2ccccc2)C(=O)c2ccco2)cc1)c1ccccc1 (stereo unspecified)	-11%
NC(=O)[C@@H](Cc1ccccc1)NC(=O)[C@@H]1C[C@@H](NS(=O)(=O)c2cccs2)CCN1C(=O)COCC(=O)O	13%
Cc1cccc(CCNC(=O)C2CCCN(S(=O)(=O)c3ccc4c(c3)oc(=O)n4C)C2)c1 (stereo unspecified)	-21%
O=C(CN1C(=O)C2CCCCN2c2ccc(C(=O)N3CCCC3)cc21)NCc1ccccc1 (stereo unspecified)	-6%
O=C(O)[C@@H]1CN(Cc2ccccc2)C[C@@H]1C(=O)N1CCCC1	-5%
CCCN(Cc1nccn1C)C(=O)c1cccc(C2CCNC2)c1 (stereo unspecified)	15%
COc1cccc(NC(=O)N[C@H]2CCN(C(=O)c3cnccn3)[C@@H]2C(=O)N[C@H](Cc2ccccc2)C(N)=O)c1	5%
CC(C)C(=O)N1CCC(OC2CCN(Cc3ccccc3)CC2)CC1	-29%
COc1ccccc1CC(=O)Nc1ccc2ncnc(N3CCCCC3)c2c1	i
Cc1ccc(Cl)cc1NC(=O)Nc1nnc(N2CCCC(C)C2)s1 (stereo unspecified)	-3%
CC1(C)CN(S(=O)(=O)N2CCCC2)CC1c1ccccc1 (stereo unspecified)	-13%
CC(C)CC(=O)N1CCOCC12CCN(CCCc1ccccc1)CC2	?
COc1ccc(NC(=O)c2cnc3c(c2)N(C(=O)CCc2ccccc2)CCC3)cn1	?
Cc1ccc(N(CC(=O)Nc2cccc(Cl)c2)S(=O)(=O)c2cccs2)cc1	?
COc1ccc(CN2CC3(CCN(C(=O)c4cccc(C)c4)CC3)C2=O)cc1	-6%
O=C(O)c1ccc2c(c1)n(Cc1cccc(F)c1)c(=O)c1ccnn12	i
O=C(Cn1c(=O)n(-c2ccc(Cl)cc2)c(=O)c2c3c(sc21)CCC3)c1ccccc1	13%
CC1(O)CCCN(Cc2cc3cc4c(cc3nc2-c2ccc(Cl)cc2)OCO4)C1 (stereo unspecified)	?
CC(C)c1nnsc1CN1CCCn2nc(C(O)C3CCC3)cc2C1 (stereo unspecified)	-2%
CN(C)Cc1ccc(-c2cc(-c3ccncc3)c3cncn3c2)cc1	?
Cn1nc(C2CCN(S(=O)(=O)c3ccc4c(c3)CCCC4)CC2)n(C2CCCC2)c1=O	-9%
Cn1cc(S(=O)(=O)NC2CC(c3cc(N4CCC(O)C4)ncn3)C2)cn1 (stereo unspecified)	-8%
CC(=O)c1cc(CN2CCOC(CCCc3ccccc3)C2)cs1 (stereo unspecified)	-21%
O=C(Cn1ccn2nc(-c3ccc(F)cc3)c(CO)c2c1=O)Nc1cccc(C(F)(F)F)c1	-2%
CC(C)CCN1CCC(N2CCN(C(=O)Cc3ccccc3F)CC2)C1=O (stereo unspecified)	?
CCC(Sc1nc2ncccc2o1)C(=O)Nc1cccc(C)c1 (stereo unspecified)	-21%
Cc1cnc(C(=O)N[C@@H]2CCC[C@@H]2C(=O)NCc2ccc(OC(C)C)cc2)cn1	-21%

(listing goes on)
Molecule	Pf Dd2 growth
COc1ccc(C(=O)N[C@@H]2CN(C(=O)Nc3cccc(C#N)c3)CCC[C@H]2O)cc1	i
O=C(COc1ccccc1F)Nc1nnc(SCc2cc(=O)c3ccccc3[nH]2)s1	i
CS(=O)(=O)N(Cc1cccnc1)C1CN(C(=O)c2ccc3cc[nH]c3c2)C1	5%
COc1ccc(C)cc1NC(=O)c1cc(S(=O)(=O)NCCC2=CCCCC2)ccc1F	?
O=C1NCCN2CC3(CCN(C(=O)c4ccco4)CC3)CC12 (stereo unspecified)	12%
Cc1ccccc1-c1noc(CCC(=O)N[C@H]2CC[C@H]2N)n1	?
C[C@H]1[C@@H]2[C@@H](O)C([C@H](C)C(=O)NCc3cccs3)CC[C@@]2(C)CC[C@@H]1NC(=O)C1CCCCC1 (stereo partly specified)	?
COc1ccc(-c2noc(N3CCN(c4ccc(C)cc4)C(C)C3)n2)cc1OC (stereo unspecified)	1.6µM*
Cn1cccc1CN1CCC(N2CCOC2=O)CC1	4%[44.1 µM]

This is a subset; the hit share may differ from the screen's.
